# Screening results (PubChem BioAssay)
# ATXN2 expr inh – Primary qHTS for Inhibitors of ATXN expression; 0.72% of 360,000 active; HEK-293 ATXN2-luciferase reporter, luminescence, 24 h; Potency, µM (highest dose often 57 µM), inactives show at the top dose activity change, negative = inhibition, actives largely listed as inhibitors; further: on the % scale 0 is the no-effect control and ±100 the full control effect; nearly all actives have a fitted effect of over 55% in size
#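 qHTS (up to 57 uM final) was run with 24 h compound exposure of reporter cells at 37 °C. Each well was multiplexed: SteadyGlo luminescence measured ATXN2-luciferase expression after a fluorogenic Gly-Phe-AFC viability readout (25 uM final).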
# TGFb inhibitor – qHTS for Inhibitors of TGF-b | AID 588855, 2011 | 1.2% of 410,000 active | Potency, µM (titrated, usually from 46.1 µM), inactives show at the top dose activity, negative = inhibition, actives largely listed as inhibitors | HepG2 CAGA-GFP TGF-b/SMAD3 reporter, GFP fluorescence, 18 h; TGF-beta stimulated, 500 pg/mL final; further: on the % scale 0 is the no-effect control and ±100 the full control effect; nearly all actives have a fitted effect of over 65% in size
#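 HEPG2 CAGA-GFP cells (1000/well, DMEM with 1% FBS) were pre-incubated 2 h at 37 degrees C, given compound by pin tool, then stimulated with TGF-beta at 500 pg/mL final for 18 h before per-cell GFP fluorescence imaging.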
# Nrf2 ARE act – qHTS of Nrf2 Activators | AREc32 ARE-luciferase reporter (MCF7-derived line), luminescence, 24 h | Potency, µM (highest dose often 46.1 µM), for inactives: at the top dose activation, most hits filed as activators | 0.31% of 410,000 active; further: % of control where 0% means no effect; nearly all actives have a fitted effect of over 65% in size
#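 Reporter line AREc32 (ARE-Fluc), seeded overnight in OPTI-MEM with 5% FBS; compound pin-transferred, 24 hr at 37 deg C, 5% CO2; luminescent read-out.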
# A549 viability – Nrf2 qHTS screen for inhibitors: counterscreen for cytotoxicity. AID 504648, 2011. 0.16% of 390,000 active. Potency, µM (highest dose often 46 µM), for inactives: at the top dose activity change, negative = cytotoxicity, usual class: inhibitors. A549 ARE-Fluc cells, CellTiter-Fluor viability, 18-24 h; further: on the % scale 0 is the no-effect control and ±100 the full control effect
#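 A549 ARE_Fluc cells in 5% FBS OPTI-MEM were exposed to compounds in concentration-response for 18-24 h at 37 deg C. Viability was read by CellTiter-Fluor fluorescence (Ex 405/Em 525) after 30 min, before the luciferase read.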
# HepG2 viability – qHTS for Inhibitors of TGF-b: Cytotox Counterscreen; HepG2 CAGA-GFP viability, ATP luminescence, 18 h; Potency, µM (titrated, usually from 46.1 µM), for inactives: at the top dose activity change, negative = cytotoxicity, most hits filed as cytotoxic; AID 588856, 2011; 0.76% of 410,000 active; further: some results filed as inactive show a strong effect at the top dose
#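 HepG2 CAGA-GFP cells (1000/well, DMEM with 1% FBS) received compound, then TGF-beta at 500 pg/mL final, and were incubated 18 hours at 37 degrees C. Viability was read by CellTiter-Glo luminescence. Media-only wells were set as complete cell-killing and DMSO as no toxicity.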
# S2 tox – Viability Counterscreen for Primary qHTS for Inhibitors of ATXN expression; Potency, µM (top dose mostly 56.7 µM), most hits filed as cytotoxic; 0.49% of 400,000 active; S2 cells (HEK-293 line with an ATXN2-luciferase reporter) viability, CellTiter-Fluor protease fluorescence, 24 h; AID 651635, 2014; further: nearly all actives have a fitted effect of over 40% in size
# MCF10A rereplic – A quantitative high throughput screen for small molecules that induce DNA re-replication in MCF 10a normal breast cells | Potency, µM (top dose mostly 46.1 µM), for the others: at the top dose activity, positive = re-replication, hits mostly activators | MCF 10A DNA re-replication, Hoechst nuclear intensity, 48 h | 2.9% of 350,000 active; further: % of control where 0% means no effect; nearly all actives have a fitted effect of over 50% in size
# Nrf2 inh – Nrf2 qHTS screen for inhibitors; A549 ARE-Fluc reporter, luciferase luminescence, 18-24 h; Potency, µM (series often up to 46 µM), for the others: top-dose activity change, negative = inhibition, hits mostly inhibitors; 2.1% of 360,000 active; AID 504444, 2011; further: on the % scale 0 is the no-effect control and ±100 the full control effect; nearly all actives have a fitted effect of over 60% in size
#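 Concentration-response testing used A549 ARE_Fluc cells at 5000 cells/well. Following an 18-24 h compound incubation, viability was read by fluorescence (Ex 405/Em 525) and luciferase output by luminescence.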
# EPAC2 antag – qHTS for Antagonist of cAMP-regulated guanine nucleotide exchange factor 2 (EPAC2): primary screen | Potency, µM (top dose mostly 114 µM), for the others: at the top dose activity, negative = inhibition, hits mostly inhibitors | EPAC2 GEF exchange of Rap1B-BODIPY-GDP, fluorescence | 0.18% of 360,000 active | Rap guanine nucleotide exchange factor 4 (Homo sapiens), Q8WZA2; further: on the % scale 0 is the no-effect control and ±100 the full control effect; nearly all actives have a fitted effect of over 45% in size; many of its hits are not listed in these tables
# Target sequence (Q8WZA2 whole entry, looked up): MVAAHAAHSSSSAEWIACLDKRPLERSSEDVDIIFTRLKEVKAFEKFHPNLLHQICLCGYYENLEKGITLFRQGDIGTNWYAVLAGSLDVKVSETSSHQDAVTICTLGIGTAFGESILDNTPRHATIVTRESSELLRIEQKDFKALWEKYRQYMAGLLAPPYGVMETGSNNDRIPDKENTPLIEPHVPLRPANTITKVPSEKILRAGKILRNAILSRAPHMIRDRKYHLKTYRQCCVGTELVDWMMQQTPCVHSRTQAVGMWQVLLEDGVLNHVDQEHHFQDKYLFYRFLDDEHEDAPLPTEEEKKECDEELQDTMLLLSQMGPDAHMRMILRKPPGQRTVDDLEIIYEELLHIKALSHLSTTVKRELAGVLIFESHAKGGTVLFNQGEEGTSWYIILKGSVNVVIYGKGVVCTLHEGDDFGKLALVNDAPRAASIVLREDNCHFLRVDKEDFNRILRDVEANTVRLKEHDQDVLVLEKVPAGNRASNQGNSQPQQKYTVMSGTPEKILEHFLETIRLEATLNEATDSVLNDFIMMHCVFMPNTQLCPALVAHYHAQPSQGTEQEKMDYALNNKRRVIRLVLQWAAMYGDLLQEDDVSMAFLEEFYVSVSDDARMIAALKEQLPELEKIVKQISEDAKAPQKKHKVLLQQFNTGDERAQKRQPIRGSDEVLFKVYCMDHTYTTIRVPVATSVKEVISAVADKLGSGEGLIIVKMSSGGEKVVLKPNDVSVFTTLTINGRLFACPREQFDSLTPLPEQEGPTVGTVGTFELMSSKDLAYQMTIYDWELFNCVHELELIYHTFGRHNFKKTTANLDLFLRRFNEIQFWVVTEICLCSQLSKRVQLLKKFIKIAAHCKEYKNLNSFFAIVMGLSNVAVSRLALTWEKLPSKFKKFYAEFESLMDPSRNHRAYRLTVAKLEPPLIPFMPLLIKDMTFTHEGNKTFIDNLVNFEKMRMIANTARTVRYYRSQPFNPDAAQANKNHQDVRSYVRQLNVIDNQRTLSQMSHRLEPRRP
# The depositor's hits bear a star; i = inactive; ? = inconclusive; · = no result given; [ ] = another dose, or the depositor's remark. The call rests on the fitted dose curve; in most records, active means well fitted curve in the direction sought with a large enough effect; inconclusive means small, poorly fitted or top-dose-only effect, or another doubt; inactive means no such curve, though single readings can be large; an effect the other way counts as inactive or inconclusive. Potency means the concentration at half of the fitted maximal effect.
SMILES,ATXN2 expr inh,TGFb inhibitor,Nrf2 ARE act,A549 viability,HepG2 viability,S2 tox,MCF10A rereplic,Nrf2 inh,EPAC2 antag
CCOC(=O)C1CCCCN1S(=O)(=O)c1cc2c(cc1C)NC(=O)CO2 (configuration not stated),-14%,-1%,-0.3%,2%,10%,i,-6%,?,2%
O=[N+]([O-])c1cccc(-c2c(-c3ccccc3)ncc3ccc(F)cc23)c1,113%[activator],-15%,22%,-2%,-12%,i,-1%,?,-28%
CCC(C)NC(=O)C(=O)NCC1CCCN1CC (configuration not stated),-8%,7%,-0.3%,-2%,-1%,i,1%,6%,3%
Brc1csc(CN2CCc3nc(Nc4ccccc4)ncc3C2)c1,-16%,13µM*,7.1%,-1%,-42%,?,·,·,·
CCN(CC)S(=O)(=O)c1ccc(Cl)c(NC(=O)COC(=O)c2ccc(O)cc2)c1,-22%,?,3.8%,-2%,2%,i,4%,1%,-15%
CCn1c(C(=O)Nc2cc(C)cc(C)c2)cc2sc(Cl)cc21,6%,-5%,3.0%,?,-37%,i,·,?,·
CC(C)c1ccc(Nc2cc(C(=O)NC3CCCCC3)c3ccccc3n2)cc1,·,4%,5.0%,0%,-13%,·,·,0%,·
COc1ccccc1N1CCN(CCN2C(=O)C3CCCCN3C2=O)CC1 (configuration not stated),10%,-2%,0.1%,0%,33%,i,-1%,6%,8%
CCCn1c2ccccc2c2cnn(CC(=O)NCCc3ccc(OCC)c(OCC)c3)c(=O)c21,·,-5%,-1.5%,2%,-21%,·,·,?,·
O=S(=O)(O)c1cc(Cl)cc(N=Nc2ccc(O)cc2O)c1O,?,-19%,11%,?,-1%,?,-15%,-1%,?
COc1ccc(C(=O)N/N=c2\oc3ccccc3cc2C(=O)NCc2ccccc2)cc1,9%,?,1.6%,-6%,-50%,i,-2%,6%,-2%
CC(OC(=O)CCNS(=O)(=O)c1ccc(Cl)cc1)C(=O)N(C)Cc1ccccc1 (configuration not stated),·,-13%,0.9%,·,0%,?,·,·,6%
CSc1nc(N)nc(C(C)C)n1,6%,5%,-0.5%,-11%,-26%,i,-1%,-4%,9%
CCCCn1c(N)c(N(CC)C(=O)c2ccccc2C)c(=O)[nH]c1=O,1%,18%,-0.7%,3%,-6%,i,-16%,6%,-5%
COc1ccc(CCNCC(O)COc2cccc(Br)c2)cc1OC (configuration not stated),-18%,-18%,0.1%,-11%,-14%,i,8%,-13%,9%
Cc1cc(-c2nnc(CCC(=O)N3CCN(Cc4cccc(F)c4)CC3)o2)c(C)o1,7%,-26%,-0.5%,-1%,-16%,i,2%,10%,-8%
CN1CC[C@@H]2C(=O)N3CCc4ccc(Br)cc4[C@@H]3C[C@@H]21,-2%,-12%,4.7%,13%,-6%,i,0%,2%,2%
CCOC(=O)c1ccc(Oc2cc(C)nc(Cl)n2)cc1,15%,-1%,2.6%,7%,-19%,i,?,-9%,8%
Cn1nnnc1SCCCNCc1cc(Br)ccc1OCc1ccccc1,-38%,?,0.2%,-11%,-61%,?,·,-7%,·
O=[N+]([O-])c1cc(-c2cnc3ccccc3n2)ccc1Cl,2%,1%,7.1%,4%,-21%,i,-6%,?,15%
COc1ccc(N(CC(=O)NCCc2ccccc2)C(=O)CCC(=O)Nc2ccccn2)cc1,-1%,-1%,-0.3%,-5%,14%,i,1%,4%,2%
COC(=O)c1ccccc1NC(=O)CSc1nccc(C)n1,8%,-8%,4.5%,3%,-2%,i,-5%,-2%,-25%
CC(=O)c1c(C)[nH]c(C(=O)COc2cc(C)ccc2C(C)C)c1C,-21%,-32%,0.4%,-12%,-30%,?,9%,7.3µM*,5%
CC1(C(=O)Nc2cccc3ncccc23)CCN1C(=O)Cc1ccc(-c2ccccc2)cc1 (configuration not stated),?,12%,-1.0%[9.22 µM],·,-24%,?,·,·,-22%
c1ccc(CNc2nc(-c3cccnc3)cs2)cc1,20%,11%,1.8%,-1%,-6%,i,-24%,0%,-7%
Cc1ccc(S(=O)(=O)N2CCN(C(=O)COC(=O)/C=C/c3ccc([N+](=O)[O-])cc3)CC2)c(C)c1,-1%,0%,-0.1%,0%,-1%,i,3%,1%,-3%
COc1ccc(CCC(=O)OCC(=O)Nc2ccccc2OC(F)F)cc1OC,12%,1%,-0.3%,6%,-17%,i,-39%[inhibitor],-9%,-2%
CC(C)C[C@H]1COc2cccc(N3CCC[C@H]3CO)c2S(=O)(=O)N1,13%,·,-0.5%,·,·,i,·,·,3%
COc1cccc(CN2C(=NC(=O)CCC3CCCC3)SC3CS(=O)(=O)CC32)c1 (configuration not stated),-8%,12%,-0.4%,1%,10%,i,9%,-13%,3%
COCCN(C(=O)CNC(=O)c1ccco1)C(C(=O)NC1CCCCC1)c1cccnc1 (configuration not stated),-17%,3%,0.3%,4%,-13%,i,-1%,0%,0%
Cc1cc2nc(/C(C#N)=C/c3ccncc3)[nH]c2cc1C,3%,-27%,0.4%,1%,-22%,i,23µM*,-13%,-2%
CCCNC(=O)C1(C)CCCN(C(=O)c2oc3ccccc3c2C)C1 (configuration not stated),16%,17%,0.4%[9.22 µM],·,-10%,i,·,·,2%
O=C(COC(=O)c1cccc(Br)c1)NC1CCCCCCC1,·,4%,-0.5%,·,3%,i,·,·,-8%
S=C1NCCNC(=S)NCCOCCN1,4%,-8%,0.0%,4%,-1%,i,-11%,0%,3%
CCC1CCCCN1C(=O)N[C@@H](Cc1ccccc1)C(=O)O (some centres not stated),19%,-2%,-0.2%,2%,9%,i,-5%,?,2%
CCCS(=O)(=O)Nc1ccc(N2CCCCC2)c(S(=O)(=O)Nc2ccccc2OC)c1,15%,?,0.9%,-18%,-22%,?,?,-5%,-2%
CC1(NC(=O)CCc2nc3sc4c(c3c(=O)[nH]2)CCCC4)CCS(=O)(=O)C1 (configuration not stated),13%,-4%,-0.6%,-4%,-1%,i,20%,1%,-1%
CCOc1ccc(NC(=O)CN2CCN(CC(=O)Nc3ccc(F)cc3)CC2)cc1,2%,?,5.1%,-4%,-2%,i,-2%,·,6%
C/C(N)=C(/C#N)C(=O)COC(=O)CCSc1ccccc1Cl,-13%,-12%,0.0%,0%,2%,i,2%,-14%,-5%
CC(NC(=O)c1ccc(OC2CCN(Cc3ccccn3)CC2)cc1)c1ccccc1 (configuration not stated),-19%,0%,-0.1%,0%,-22%,i,-1%,-5%,-2%

# 2 of these compounds in a different format:
compound	ATXN2 expr inh	TGFb inhibitor	Nrf2 ARE act	A549 viability	HepG2 viability	S2 tox	MCF10A rereplic	Nrf2 inh	EPAC2 antag
COCCN(C(=O)CNC(=O)c1ccco1)C(C(=O)NC1CCCCC1)c1cccnc1 (configuration not stated)	-17%	3%	0.3%	4%	-13%	i	-1%	0%	0%
Cc1cc2nc(/C(C#N)=C/c3ccncc3)[nH]c2cc1C	3%	-27%	0.4%	1%	-22%	i	23µM*	-13%	-2%

# Next part:
SMILES,ATXN2 expr inh,TGFb inhibitor,Nrf2 ARE act,A549 viability,HepG2 viability,S2 tox,MCF10A rereplic,Nrf2 inh,EPAC2 antag
COCCCNc1nc2ccccc2nc1NS(=O)(=O)c1ccc(Cl)cc1,·,-3%,-1.0%,12%,-14%,i,5%,2%,-8%
NNC(=O)c1cccc(S(=O)(=O)Nc2cc(Cl)ccc2Cl)c1,11%,13%,0.4%,3%,-1%,i,-7%,1%,-4%
Cc1cc(N2C(=O)CC(Cc3ccc(Cl)cc3)C2=O)no1 (configuration not stated),-2%,23%,0.2%,-3%,2%,i,-182%[0.0737 µM],5%,2%
COc1ccc(NC(=O)Nc2cccs2)cc1Cl,·,0%,?,-8%,-21%,i,19%,-1%,4%
NC(=O)c1ccc(/C=N/O)nc1,·,9%,2.0%,0%,1%,i,15%,15%,5%
O=C(C(=O)N1CCN(c2ccccc2)CC1)c1cn(CC(=O)N2CCCCCC2)c2ccccc12,-15%,-23%,-0.2%,-13%,-2%,?,15%,16%,-6%
Cc1ccc(/C=C(\CCC(=O)O)c2nc3ccccc3s2)cc1[N+](=O)[O-],1%,?,0.6%,-6%,-1%,i,28%,?,-1%
CC(C)=CCC[C@H](C)CC1Cc2[nH]c(=S)[nH]c(=O)c2C(c2ccc(Cl)cc2)O1 (some centres not stated),?,·,2.0%,·,·,?,·,·,-20%
O=C(NCCCn1ccnc1)/C(=C\c1ccco1)NC(=O)c1ccco1,-21%,-2%,-0.2%,7%,3%,i,-8%,0%,7%
C[C@H]1CN([C@@H](C)CO)C(=O)Cc2cc(NS(C)(=O)=O)ccc2O[C@@H]1CN(C)Cc1ccc(Cl)c(Cl)c1,-37%,11µM*,5.4%,-3%,-33%,?,-8%,-18%,-14%
C=CCn1cc(C(=O)c2cc(Br)ccc2O)cc(C#N)c1=O,2%,-28%,0.4%,-1%,-16%,i,11%,6%,-5%
COc1ccc(C2(O)CCN(C(=O)c3c(F)cccc3F)CC2)cc1,4%,13%,-0.6%,-2%,-1%,i,0%,12%,-2%
COc1ccc(NC(=O)c2ccc(C)cc2)cc1,·,9%,-1.4%,-3%,-9%,i,-5%,?,5%
CCCCN(C(C)=O)c1ccc2c(c1)C1CC2CCN1C(=O)OCc1ccccc1 (configuration not stated),?,13µM*,4.4%,-10%,-27%,?,13%,23µM*,9%
Cc1ccc(S(=O)(=O)Nc2cc3c(cc2N2CCOCC2)n(C)c(=O)c(=O)n3C)cc1,19%,12%,-0.1%,-7%,-8%,i,2%,-2%,4%

# Single entries from above.
# CC(C)=CCC[C@H](C)CC1Cc2[nH]c(=S)[nH]c(=O)c2C(c2ccc(Cl)cc2)O1 (some centres not stated) – EPAC2 antag: -20%
# CCCNC(=O)C1(C)CCCN(C(=O)c2oc3ccccc3c2C)C1 (configuration not stated) – HepG2 viability: -10%
# COCCCNc1nc2ccccc2nc1NS(=O)(=O)c1ccc(Cl)cc1 – A549 viability: 12%
# O=[N+]([O-])c1cc(-c2cnc3ccccc3n2)ccc1Cl – TGFb inhibitor: 1%
# S=C1NCCNC(=S)NCCOCCN1 – HepG2 viability: -1%

# This is a subset; count on the stated rates, not on these rows.
